HGIII-sPLA2 inh – human group III sPLA2 inhibitors, primary screen, biochemical, QFRET, BODIPY PC-A2 liposome substrate; Group 3 secretory phospholipase A2 (Homo sapiens), Q9NZ20; QFRET BODIPY PC-A2 liposome hydrolysis, fluorescence; inhibition, % at 12.2 µM; 370,000 compounds, 0.56% hits;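 active means inhibition above mean plus 3 SD of compounds lying within the high and low control bounds, cut at about 19% in these data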;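 further: 0% = median of test compound wells and 100% = no enzyme DMSO wells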
hcDAF12 agonist – H. contortus DAF-12 nuclear receptor activators, primary screen, cell-based, luminescence, HEK293, lit1-tk-luc reporter; 370,000 compounds, 1.4% hits; HEK293 hcDAF-12 lit1-tk-luc reporter; 0% DMSO, 100% Δ7-dafachronic acid; activation, % at 6.8 µM; AID 652067, 2013;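 active means activation above the mean of all tested compounds plus 3 SD, cut at about 5.5% in these data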;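 further: 100% = response to 3 µM Δ7-dafachronic acid high control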
KLK7 zymogen act – proKLK7 zymogen activators, primary screen, biochemical, fluorescence intensity | 370,000 compounds, 0.9% hits | purified proKLK7, EDANS-DABCYL substrate fluorescence; 100% is mature enzyme control, 0% vehicle | activation, % at 7 µM | AID 652039, 2013;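 active means activation above the mean of all tested compounds plus 3 SD, computed per campaign excluding outliers beyond control limits, cut at about 13% in these data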
SMARCA2 act – SMARCA2 (BRM) function activators, primary screen, cell-based, luminescence, high throughput. activation, % at 9.1 µM. 370,000 compounds, 1% hits. MG213 cells, MMTV-luciferase reporter, dexamethasone, overnight; in the data active means activation above about 7.8%;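 further: 0% = vehicle wells and 100% = reference activator wells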
ssDAF-12 act – S. stercoralis DAF-12 nuclear receptor activators, primary screen, cell-based, luminescence, HEK293, GRIP1 co-expression, lit1-tk-luc; Nuclear hormone receptor DAF-12 (Strongyloides stercoralis); 370,000 compounds, 1% hits; HEK293 ssDAF-12/GRIP1 lit1-tk-luc reporter; % of 3 µM dafachronic acid response; activation, % at 6.8 µM;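 active means activation above the mean over all tested compounds plus 3 SD, cut at about 0.9% in these data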;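 further: 0% = DMSO-only wells and 100% = 3 µM delta7-dafachronic acid wells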
DAX1 inh-1 – DAX1 (NR0B1) inhibitors on StAR promoter, primary screen, cell-based, luminescence, SF-1 (NR5A1), full-length DAX-1. HEK293T StAR-luciferase reporter, SF-1/DAX-1 repression relief. inhibition, % at 6.8 µM. 370,000 compounds, 1.1% hits. AID 652010, 2013;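 active means inhibition above the mean over all tested compounds plus 3 SD, cut at about 3.6% in these data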;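 further: 0% = DAX-1 cells with DMSO and 100% = cells lacking DAX-1 with DMSO; higher inhibition means more luminescence from relief of DAX-1 repression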
GC-A act – GC-A stimulated cGMP production enhancers – HEK293 GC-A cells, cGMP TR-FRET, EC30 ANP, primary screen; Atrial natriuretic peptide receptor 1 (Homo sapiens), P16066; 0% at EC30 ANP, 100% saturating ANP; activation, % at 10 µM; 370,000 compounds, 0.14% hits; AID 1671463, 2021; in the data active means activation above about 40%
Target sequence (P16066 whole entry, looked up): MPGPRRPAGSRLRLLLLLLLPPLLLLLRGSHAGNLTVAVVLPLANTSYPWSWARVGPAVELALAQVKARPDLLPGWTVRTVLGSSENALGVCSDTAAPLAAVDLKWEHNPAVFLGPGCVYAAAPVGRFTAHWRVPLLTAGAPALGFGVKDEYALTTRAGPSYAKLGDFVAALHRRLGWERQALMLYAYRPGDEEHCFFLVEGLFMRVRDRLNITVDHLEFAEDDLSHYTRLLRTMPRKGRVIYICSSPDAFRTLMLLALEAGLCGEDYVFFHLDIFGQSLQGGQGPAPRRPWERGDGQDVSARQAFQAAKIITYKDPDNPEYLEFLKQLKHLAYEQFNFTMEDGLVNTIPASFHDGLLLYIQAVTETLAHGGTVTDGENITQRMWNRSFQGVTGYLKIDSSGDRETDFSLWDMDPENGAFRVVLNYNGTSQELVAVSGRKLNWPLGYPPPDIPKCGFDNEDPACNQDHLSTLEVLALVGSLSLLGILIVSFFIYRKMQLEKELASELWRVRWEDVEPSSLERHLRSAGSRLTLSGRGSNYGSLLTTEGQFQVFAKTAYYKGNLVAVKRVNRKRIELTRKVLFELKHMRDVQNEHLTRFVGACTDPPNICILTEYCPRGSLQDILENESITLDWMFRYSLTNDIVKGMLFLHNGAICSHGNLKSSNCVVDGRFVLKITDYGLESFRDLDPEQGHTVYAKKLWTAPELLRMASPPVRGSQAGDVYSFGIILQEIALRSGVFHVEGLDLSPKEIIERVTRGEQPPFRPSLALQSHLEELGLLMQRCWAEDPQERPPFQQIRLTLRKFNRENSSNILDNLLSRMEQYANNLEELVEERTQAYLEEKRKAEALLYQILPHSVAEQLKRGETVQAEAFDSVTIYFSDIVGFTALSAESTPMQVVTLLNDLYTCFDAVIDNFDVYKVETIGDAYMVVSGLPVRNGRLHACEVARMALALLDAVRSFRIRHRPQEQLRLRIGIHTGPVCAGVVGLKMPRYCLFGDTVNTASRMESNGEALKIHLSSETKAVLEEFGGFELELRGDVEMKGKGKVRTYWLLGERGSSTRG
hgDAF-12 ag – H. glycines DAF-12 receptor agonists, primary screen, cell-based, luminescence, HEK293, GAL4 fusion, UAS-luciferase; 370,000 compounds, 1.8% hits; AID 687014, 2013; HEK293 GAL4-hgDAF12 UAS-luciferase reporter, agonist luminescence; normalized to butyrate control; activation, % at 6.8 µM; Nuclear hormone receptor DAF-12 (Heterodera glycines), GAL4 fusion;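 active means activation above a cutoff set at the mean of all screened compounds plus 3 SD, cut at about 10% in these data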;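 further: 0% = DMSO wells and 100% = sodium butyrate wells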
NPR2 activator – human GC-B receptor activators, primary screen, HEK293 GC-B cells, cGMP TR-FRET, EC30 CNP | 370,000 compounds, 0.11% hits | Atrial natriuretic peptide receptor 2 (Homo sapiens), P20594 | 0% at EC30 CNP, 100% saturating CNP | activation, % at 10 µM;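 active means activation at 10 µM reaching about 35% in either raw or pattern-adjusted values, limit read from the data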
DAX1 inh-2 – DAX1 (NR0B1) inhibitors, primary screen, cell-based, HEK293, Gal4-DAX1, luciferase luminescence; Nuclear receptor subfamily 0 group B member 1 (Homo sapiens), P51843; HEK293 Gal4-DAX1 luciferase reporter; inhibition, % at 6.75 µM; 340,000 compounds, 0.99% hits; AID 504766, 2011;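 active means inhibition above the mean over all tested compounds plus 3 SD, cut at about 4.2% in these data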;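 further: 0% = DAX1-transfected cells with DMSO and 100% = empty-vector control cells with DMSO; inhibition shows as a rise in luminescence from relieved DAX1 repression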
FXN GAA850 act – FXN promoter activators, primary screen, cell-based, luciferase luminescence, HEK293 lucGAA850 | HEK293 lucGAA850 FXN promoter luciferase reporter, 24 h; percent of 10 µM SAHA response | activation, % at 6 µM | 360,000 compounds, 0.56% hits;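 active means activation above the average of all compounds screened plus 3 SD, cutoff fixed separately per campaign, cut at about 7.5% in these data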;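 further: 0% = DMSO wells and 100% = 10 µM SAHA wells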
Starred values were filed as active, the others as inactive; x = not tested or not shown.

SMILES	HGIII-sPLA2 inh	hcDAF12 agonist	KLK7 zymogen act	SMARCA2 act	ssDAF-12 act	DAX1 inh-1	GC-A act	hgDAF-12 ag	NPR2 activator	DAX1 inh-2	FXN GAA850 act
COC(=O)[C@]12C[C@H](CC(=O)N3CCOCC3)C(=O)N(Cc3ccc(Cl)cc3Cl)C1=C[C@H](C1CCCC1)O[C@@H]2C	77*	3.7	0.4	-3	-0.9	-0.4	-20	4.1	-21	x	x
CCCn1ncc(CN2CCC(N3CCC(C(=O)N4CCOCC4)CC3)CC2)c1C	8	-0.1	0.3	-4	-0.7	0.2	-1	-0.7	3	-0.8	0.6
O=C(O)C1C(c2ccccc2)C(C(=O)OCCCO)C1c1ccccc1 (stereo not given)	14	1.8	-0.2	-2	-0.9	0.2	1	0.8	3	1.4	2.7
CCCNC(=O)C(Cc1ccccc1)NC(=O)c1cccc([N+](=O)[O-])c1 (stereo not given)	3	-0.3	-0.3	0	-1.4	-0.2	4	0.9	6	2.0	-0.6
C[C@H]1CN([C@@H](C)CO)C(=O)CCCn2cc(nn2)CO[C@@H]1CN(C)C(=O)Nc1ccnc(N2CCOCC2)c1	2	-1.1	0.6	4	-0.9	-0.2	4	2.3	1	1.5	-0.5
COc1cc(CC(=O)OCC(=O)N2CC(=O)Nc3ccccc32)cc(OC)c1OC	3	-0.9	-0.1	0	-2.0	1.6	1	1.9	4	0.8	-1.8
O=C(NNc1nc(-c2ccc(Cl)cc2)cs1)c1ccco1	45*	-0.5	-0.4	-3	-0.9	0.1	4	-3.0	0	-0.9	5.6
COc1ccc(CCN2C(=O)/C(=C\c3ccco3)SC2=S)cc1OC	12	-1.1	-0.2	0	-1.1	0.8	-3	-1.0	-3	1.1	2.7
NC(=O)c1nsc(C(=O)N(CC(=O)NCc2ccccc2)c2cccc(F)c2)c1N	2	-2.2	0.7	1	-0.8	-0.1	-17	-1.8	-3	0.2	1.1
Cc1cc(C)cc(OCC(=O)Nc2ccc(CN3CCCCC3)cc2)c1	2	1.5	-0.3	-4	-1.4	0.6	-3	1.0	0	0.1	1.4
CC(C)(c1ccccc1)c1ccc(OCCN2CCOCC2)cc1	0	-2.6	0.3	-3	-1.1	0.1	2	1.4	5	-1.1	-0.3
COC(=O)CCC(=O)N1CCC(Oc2cccc(C(=O)NCc3ccccn3)c2)CC1	6	-0.6	-0.1	8.3*	-1.4	0.9	4	1.5	0	0.1	-0.8

Reprinted at random: three compounds from above, in no set order.
SMILES	HGIII-sPLA2 inh	hcDAF12 agonist	KLK7 zymogen act	SMARCA2 act	ssDAF-12 act	DAX1 inh-1	GC-A act	hgDAF-12 ag	NPR2 activator	DAX1 inh-2	FXN GAA850 act
O=C(O)C1C(c2ccccc2)C(C(=O)OCCCO)C1c1ccccc1 (stereo not given)	14	1.8	-0.2	-2	-0.9	0.2	1	0.8	3	1.4	2.7
O=C(NNc1nc(-c2ccc(Cl)cc2)cs1)c1ccco1	45*	-0.5	-0.4	-3	-0.9	0.1	4	-3.0	0	-0.9	5.6
COc1ccc(CCN2C(=O)/C(=C\c3ccco3)SC2=S)cc1OC	12	-1.1	-0.2	0	-1.1	0.8	-3	-1.0	-3	1.1	2.7

Carrying on:
SMILES	HGIII-sPLA2 inh	hcDAF12 agonist	KLK7 zymogen act	SMARCA2 act	ssDAF-12 act	DAX1 inh-1	GC-A act	hgDAF-12 ag	NPR2 activator	DAX1 inh-2	FXN GAA850 act
CC(NC(=O)c1ccccc1Cl)c1nnc(SCC(=O)Nc2ccc(C(=O)O)cc2)n1C (stereo not given)	2	-1.1	-0.1	0	-0.9	0.1	2	-0.8	6	0.8	0.0
Cc1[nH]c(-c2ccccn2)nc(=S)c1Cl	5	-1.6	0.0	-3	-1.5	0.6	2	-0.3	6	2.7	1.2
COCCCn1cc(CN2CC(N3CCN(C)CC3)CS2(=O)=O)nn1 (stereo not given)	5	0.9	-0.3	0	-1.2	0.9	4	1.1	4	x	x
CC1=C(C(=O)OC(C)C)C(c2cncc(-c3ccc(F)cc3)c2)C(C#N)=C(N)O1 (stereo not given)	-35	1.3	-0.1	-1	-1.3	-0.8	-6	2.4	-7	-0.7	1.0
COc1ccc(CCNS(=O)(=O)c2ccc(C(=O)NCc3ccco3)cc2)cc1OC	-5	-1.8	0.1	-1	-1.3	-0.1	-4	-0.8	4	-0.3	-2.4
O=C(Nc1ccc(-c2nc3cccnc3s2)cc1)C1CCCO1 (stereo not given)	-1	1.2	7.4	1	-0.4	2.1	3	5.7	-1	-4.0	-2.8
CCCCC(=O)NC(=S)NNC(=O)CCc1ccccc1	3	2.9	-0.5	7	-1.2	-0.4	-1	2.6	6	-2.0	-1.5
C=C1c2nc3ccccc3n2C=C(c2ccc(C)cc2)N1c1ccccc1	-12	1.8	1.6	6	-0.6	0.0	10	5.4	3	1.0	-3.4
O=C(NC1CCCCC1)C(c1ccnc2ccccc12)n1c(=O)c(-c2ccco2)nc2ccccc21 (stereo not given)	-1	2.0	-0.7	5	1.1*	1.7	-1	4.1	-6	x	x
COc1ccccc1N1CCN(c2nc(-c3ccccc3)cc(C(F)(F)F)n2)CC1	6	0.0	0.3	-1	-0.6	0.3	-2	1.0	2	0.8	1.1
CCS(=O)(=O)N1CCC(NC(=O)C(Cc2ccc(OC)c(OC)c2)NC(C)=O)CC1 (stereo not given)	-2	-0.3	-0.3	3	-1.1	0.0	4	-0.3	5	-0.3	1.9
O=C(N[C@H](C(=O)N1CCC[C@H]1C(=O)NC1CCCC1)C1CCCCC1)C1CC1	-3	-1.0	0.5	0	-1.1	-1.2	0	1.0	8	x	x
CCCNS(=O)(=O)c1ccc(CCC(=O)N2CCN(CC)CC2)cc1	21*	0.2	-1.0	-1	-0.8	-0.4	0	3.3	-2	0.3	0.4
CCOc1ccccc1NC(=O)C1COc2ccccc2O1 (stereo not given)	11	-1.5	-0.7	-2	-1.6	0.0	-16	-1.5	-8	-0.8	2.5
COc1ccccc1NS(=O)(=O)c1ccc(O)c(C(=O)OCc2cccc([N+](=O)[O-])c2)c1	-28	-0.8	0.5	-4	-1.7	-0.3	-9	-0.3	-6	-0.6	1.2
CN1C[C@@H]2[C@@H]3C(=O)N(Cc4ccccc4)C(=O)[C@@H]3[C@](C)(C1=O)N2C(=O)c1ccc(C(F)(F)F)cc1	-4	-0.5	0.3	0	-0.8	0.5	3	0.4	6	1.6	-2.0
COc1ccccc1NC(=O)CN1C(=O)C(C)Oc2ccccc21 (stereo not given)	6	3.8	-0.3	-3	0.2	-0.4	-6	4.5	4	1.0	-0.9
NC(Cc1ccc(C(F)(F)F)cc1)c1csc(NC(=O)NCCc2ccccc2)n1 (stereo not given)	16	-1.6	0.2	-4	-1.7	-0.1	-10	3.2	-5	x	6.7
Clc1ccc(-c2csc(N/N=C/c3ccco3)n2)cc1	9	2.3	-0.7	2	-1.2	0.5	12	4.3	1	6.2*	3.3
O=C(CC[C@H]1O[C@@H](n2cnc3c(NC(=O)c4ccccc4)ncnc32)[C@H](O)[C@@H]1O)NCC1CCCO1 (stereo not given in full)	4	-1.0	0.5	0	-1.0	-0.5	3	2.6	-2	x	x
Cc1ccc(S(=O)(=O)NCC(=O)N(CC2CCCO2)C(C(=O)NC2CCCC2)C(C)C)cc1 (stereo not given)	0	1.1	0.3	-2	-0.3	0.2	7	0.1	1	0.3	-0.4
COc1ccc(C(c2nnnn2C(C)C)N2CCN(C(=O)c3ccco3)CC2)cc1 (stereo not given)	-2	0.0	-0.3	-2	-0.4	0.0	-2	-0.3	0	0.4	1.0
O=C(C(=Cc1ccc(F)cc1)C(=O)c1ccccc1)c1ccccc1	-13	2.5	0.4	-1	-0.8	0.2	-14	6.2	-9	x	x
O=C(CCCCCn1nnc2ccccc2c1=O)Nc1ccccc1F	-2	-0.4	-0.3	-2	-1.4	0.0	-3	3.3	1	-0.1	-0.7
COc1ccc(-c2cc(C(F)(F)F)n3ncc(C(=O)NCC4CCCO4)c3n2)cc1OC (stereo not given)	7	-0.8	-0.7	1	-0.5	0.2	34	0.7	33	2.4	1.4
CCOC(=O)CSc1ncc(-c2ccccc2)nn1	2	-0.3	-0.2	-2	-0.8	0.2	-2	-3.0	-2	2.4	-0.1
CCOc1ccc2[nH]c(=O)c(CN(CCN3CCCC3)C(=S)Nc3ccccc3OCC)cc2c1	2	-0.8	0.7	3	-1.1	-0.2	-11	6.6	-4	0.7	-1.9
CCOc1c(Cl)cnn(-c2ccc(C)cc2)c1=O	-1	-0.4	-0.6	2	-0.9	-0.2	2	1.2	2	-0.2	0.8
CCOC(=O)N1CCN(C(=O)C(=O)Nc2sc3c(c2C(=O)O)CC(C)(C)OC3)CC1	-3	-1.4	-1.0	2	-2.0	-0.5	-2	3.2	-4	0.6	-0.1
Cc1nn(CC(N)=O)c(=O)c2ccccc12	2	-0.6	0.0	0	-1.8	-0.6	5	-0.2	5	1.0	-1.7
Cc1nn(C(C)C(=O)NCC2CCCO2)c(=O)c2c1sc1ccccc12 (stereo not given)	-1	-2.0	0.2	-1	-1.2	-0.9	2	0.4	2	0.8	-0.9
CN(C)S(=O)(=O)c1ccc(C(=O)NCc2nnc(SCC(=O)c3ccccc3)o2)cc1	-43	-0.7	-0.1	-3	-0.8	-0.9	3	-0.8	-3	-0.1	1.4
O=C(/C=C/c1ccccc1)OCC(=O)c1ccc[nH]1	-8	3.6	-0.1	2	-1.2	-0.5	2	6.4	1	2.2	0.5
O=C(COC(=O)c1cc[n+]([O-])cc1)NCCc1ccc(Cl)cc1Cl	3	0.8	0.5	0	-2.1	-0.7	0	1.2	-3	-0.3	-0.9
O=C(CN1CCN(S(=O)(=O)c2cccc(Br)c2)CC1)NCCc1cccs1	-1	0.1	0.6	-3	-0.9	-1.6	-11	-4.2	-15	0.9	-3.2
Cc1nc(Cl)sc1C(=O)Nc1cc(F)cc(F)c1	0	0.1	0.0	1	-0.5	-0.9	2	2.8	-1	-1.5	0.5
CN(C)S(=O)(=O)c1ccc(C(=O)OCC2COC(C)(C)O2)cc1 (stereo not given)	2	-1.3	0.2	-2	-1.2	0.5	3	0.5	-3	1.4	0.4
COC(=O)N=Nc1c(O)[nH]c2ccc(Br)cc12	4	2.5	0.1	-3	-0.4	1.5	1	8.4	-7	1.4	10*

Source: PubChem

Compounds as they come; any-hit rate near 6.7%.
